Screens from PubChem.
Pol beta inh: DNA polymerase beta (human) inhibition | AID 485314 | Potency, µM (titrated, usually from 114 µM), for inactives: top-dose activity change, negative = inhibition, actives largely listed as inhibitors | Pol beta primer extension/strand displacement, fluorescence kinetic | P06746 | 1.3% of 340,000 active; note: potency is the fitted concentration of half-maximal effect; % is set by controls: 0 for no effect and ±100 for the full control effect
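Reaction started by 50 nM substrate onto compound-treated Pol beta (10 nM, 15 min preincubation, room temperature); plates read at 0 min and 10 min. Normalized concentration-effect data fitted by four-parameter Hill equation.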
Anesthetic bind: binds horse apoferritin like a general anesthetic; apoferritin/1-aminoanthracene competitive binding, fluorescence; Potency, µM (top dose mostly 77.5 µM), for the others: top-dose activity change, negative = displacement, actives largely listed as inhibitors; 0.074% of 350,000 active; note: potency is the fitted concentration of half-maximal effect; % is set by controls: 0 for no effect and ±100 for the full control effect; nearly all actives have a fitted effect of over 20% in size
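Probe: 1-aminoanthracene (50% saturated, PBS). Protein: horse-spleen apoferritin, 10 uM. Incubation: 10 min, room temperature. Detection: 380 nm excitation, 535 nm emission. Analysis: normalized response, four-parameter Hill.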
APE1 inh: blocks human APE1 abasic DNA cleavage; recombinant APE1, TAMRA/BHQ-2 abasic DNA cleavage fluorescence; Potency, µM (highest dose often 65.8 µM), inactives show top-dose activity change, negative = inhibition, most hits filed as inhibitors; 0.35% of 350,000 active; AID 2517;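 note: potency is the fitted concentration of half-maximal effect; plate controls were vehicle for no effect and reference inhibitor for full effect; nearly all actives have a fitted effect of over 55% in size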
Target sequence (P27695 whole entry, looked up): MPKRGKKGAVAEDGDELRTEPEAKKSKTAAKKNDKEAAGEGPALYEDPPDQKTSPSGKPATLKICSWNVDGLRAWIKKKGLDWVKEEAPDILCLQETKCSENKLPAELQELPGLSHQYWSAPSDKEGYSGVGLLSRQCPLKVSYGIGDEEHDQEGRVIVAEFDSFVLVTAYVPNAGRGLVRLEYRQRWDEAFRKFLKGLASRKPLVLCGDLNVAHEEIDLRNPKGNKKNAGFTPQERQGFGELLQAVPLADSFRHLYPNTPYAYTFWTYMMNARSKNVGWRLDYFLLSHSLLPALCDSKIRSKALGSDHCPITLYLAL
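Enzyme (0.75 nM final) and test compound are incubated 15 min at room temperature before adding 50 nM quenched THF abasic-site duplex. Cleavage dequenches TAMRA, followed at 525/598 nm over three reads one minute apart.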
BLM inh: blocks DNA unwinding by human BLM helicase; P54132; Potency, µM (series often up to 56.1 µM), for the others: top-dose activity change, negative = inhibition, actives largely listed as inhibitors; 0.2% of 350,000 active; recombinant BLM DNA unwinding, fluorescence dequenching;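 note: potency is the fitted concentration of half-maximal effect; plate controls were vehicle for no effect and no enzyme for full effect; nearly all actives have a fitted effect of over 35% in size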
GRP78 ERSR act: induces the endoplasmic reticulum stress response in human glioma cells; U87-MG GRP78 promoter luciferase reporter, 16 h; Potency, µM, inactives show at the top dose activation, usual class: activators; 0.02% of 420,000 active; AID 602332; note: potency is the fitted concentration of half-maximal effect; series mostly up to about 76 µM; % of control where 0% means no effect; nearly all actives have a fitted effect of over 35% in size
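Stably transfected U87-MG human glioma cells carrying a GRP78-based luminescent sensor were seeded at 1000 cells/well, pin-dosed with compounds and incubated 16 h. Luciferase reagent was then added, and end-point luminescence was read after 10 min at room temperature.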
POLI inh: DNA polymerase iota (human) inhibition. 1% of 390,000 active. Q9UNA4. Pol iota fluorescent replication assay, 10 min. Potency, µM (series often up to 115 µM), without a hit: at the highest dose activity, negative = inhibition, most hits filed as inhibitors; note: potency is the fitted concentration of half-maximal effect
Target sequence (Q9UNA4 whole entry, looked up): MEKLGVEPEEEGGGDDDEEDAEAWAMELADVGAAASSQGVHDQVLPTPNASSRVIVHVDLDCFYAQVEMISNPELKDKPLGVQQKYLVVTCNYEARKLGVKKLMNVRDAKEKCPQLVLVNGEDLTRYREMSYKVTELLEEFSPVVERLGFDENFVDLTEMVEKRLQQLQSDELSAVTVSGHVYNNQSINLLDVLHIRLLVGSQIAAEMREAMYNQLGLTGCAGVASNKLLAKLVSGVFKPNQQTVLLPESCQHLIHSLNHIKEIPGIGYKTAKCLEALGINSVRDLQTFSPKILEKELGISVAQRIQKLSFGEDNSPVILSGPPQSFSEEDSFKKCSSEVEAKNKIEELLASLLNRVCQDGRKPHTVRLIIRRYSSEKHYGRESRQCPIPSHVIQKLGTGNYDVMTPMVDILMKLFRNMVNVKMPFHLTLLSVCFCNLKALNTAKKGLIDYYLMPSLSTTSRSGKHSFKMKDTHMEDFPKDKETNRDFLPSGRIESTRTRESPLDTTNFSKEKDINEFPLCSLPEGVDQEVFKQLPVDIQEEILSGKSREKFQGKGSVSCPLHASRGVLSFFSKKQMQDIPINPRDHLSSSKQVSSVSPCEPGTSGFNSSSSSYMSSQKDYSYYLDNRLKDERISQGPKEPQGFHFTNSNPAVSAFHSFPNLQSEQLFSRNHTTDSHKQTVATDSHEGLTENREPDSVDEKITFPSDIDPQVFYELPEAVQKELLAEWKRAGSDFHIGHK
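Fluorescent replication assay read twice, at 0 min and 10 min after adding 50 nM (final) substrate. Enzyme (10 nM) and compounds were first incubated 15 min at room temperature; enzyme-free buffer wells were negative controls.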
POLH inh: blocks human DNA polymerase eta activity; Potency, µM (titrated, usually from 114 µM), inactives show top-dose activity change, negative = inhibition, hits mostly inhibitors; recombinant Pol eta, fluorescent DNA replication assay; 1.2% of 390,000 active; AID 588591; note: potency is the fitted concentration of half-maximal effect; % is set by controls: 0 for no effect and ±100 for the full control effect
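Pol eta (10 nM) was preincubated with compounds for 15 min at room temperature, after which fluorescent replication substrate (50 nM final) was added to start the reaction. Fluorescence was read kinetically at 0 and 10 min.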
LDHA inh: LDHA (human) enzyme inhibition | P00338 | purified LDHA, NADH/diaphorase-resazurin fluorescence; hits give low values | activity change, % (values are at about 110 or 230 µM) | 0.15% of 480,000 active | AID 1347041; in the data active = activity change below about -30%; inconclusive = mostly about -25% to -30%;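 note: plate controls were DMSO wells for no effect and wells without enzyme for full effect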
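Human LDH5 at 2 nM final in Tris HCl pH 7.4 with 0.06 mM NADH and 0.2 mM pyruvate, reacted 5 minutes at room temperature. Remaining NADH coupled via diaphorase/resazurin; resorufin fluorescence read at 0 and 20 minutes, normalized to enzyme-free and DMSO wells.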
Pol kappa inh: blocks human DNA polymerase kappa activity | Q9UBT6 | purified Pol kappa, fluorescent DNA synthesis assay, 10 min | Potency, µM (doses to about 107 µM), for the others: top-dose activity, negative = inhibition, usual class: inhibitors | 0.53% of 400,000 active; note: potency is the fitted concentration of half-maximal effect; % is set by controls: 0 for no effect and ±100 for the full control effect
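10 nM Pol kappa preincubated 15 min at room temperature with compounds, then reaction started with substrate at 50 nM final. Fluorescence read kinetically at 0 and 10 min; buffer-only wells served as negative control.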
Starred values were filed as active, the others as inactive; ? = inconclusive; · = not tested or not shown; & = joins results of further samples; [ ] = another dose, or the depositor's remark. Unless noted, calls come from the whole dose curve; as a rule, active = well fitted curve in the direction sought with a large enough effect; inconclusive = small, poorly fitted or top-dose-only effect, or another doubt; inactive = no such curve, though single readings can be large; an effect the other way counts as inactive or inconclusive.

SMILES	Pol beta inh	Anesthetic bind	APE1 inh	BLM inh	GRP78 ERSR act	POLI inh	POLH inh	LDHA inh	Pol kappa inh
Cc1cccc(-n2cc(C(=O)O)c(=O)cc2C)c1	-4%	-5%	3%	-1%	-5%	21%	-17%	8	3%
O=C(CCC(=O)OCC(=O)c1ccc([N+](=O)[O-])cc1)NC1CCCCC1	1%	2%	21%	3%	-4%	-12%	-14%	-3	-4%
CN(C)c1ccc(C(C(=O)NC2CCCC2)N(Cc2cccnc2)C(=O)c2snc(C(N)=O)c2N)cc1 (centres undefined)	7%	-5%	76%[activator][12.4 µM]	0%	-7%	41%[activator]	-21%	-3	6%
O=C(NC1CCCC1)C1CC(=O)N(c2ccc(F)c(Cl)c2)C1 (centres undefined)	2%	-10%	5%	-1%	-2%	17%	-8%	-2	-6%
COc1cccc(NC(=O)Nc2ccc(C(C)(C)C)cc2)c1	-28%	?	-5%	-21%	?	?	-29%	1	-13%
N#C/C(=C/c1ccc(F)cc1)c1nc(CCN2C(=O)c3ccccc3C2=O)cs1	-28%	-3%	0%	-2%	-2%	10%	3%	0	-11%
Cc1ccc(-c2nnc(C)c(N3CC(C)OC(C)C3)n2)cc1 (centres undefined)	-5%	-7%	11%	-1%	-2%	13%	-12%	-4	-11%
Nc1n[nH]c2c1C1(CCCC1)Cc1ccccc1-2	-3%	-22%	-4%	-4%	-6%	7%	-11%	-3	-15%
COc1ccc(OCCC(=O)NC2=NCCS2)cc1	-22%	3%	-3%	0%	3%	2%	-16%	2	3%
COc1ccc(-n2c(Cn3c(=O)sc4ccccc43)nnc2SCC(=O)N2CCOCC2)cc1	28%	-4%	-1%	0%	0%	-17%	-11%	-15	-4%
CN1CCN(c2nc(N3CCN(CCO)CC3)nc3ccccc23)CC1	8%	-10%	-5%	-4%	-6%	47%[activator]	-17%	0	-3%
CCCc1noc2c1/C(=N\O)CCC2	30%	-10%	2%	-1%	-4%	-3%	-8%	-3	9%

Whole records as entered above:
`Cc1ccc(-c2nnc(C)c(N3CC(C)OC(C)C3)n2)cc1` (centres undefined) as listed: Pol beta inh = -5%; Anesthetic bind = -7%; APE1 inh = 11%; BLM inh = -1%; GRP78 ERSR act = -2%; POLI inh = 13%; POLH inh = -12%; LDHA inh = -4; Pol kappa inh = -11%
`COc1ccc(-n2c(Cn3c(=O)sc4ccccc43)nnc2SCC(=O)N2CCOCC2)cc1` as listed: Pol beta inh = 28%; Anesthetic bind = -4%; APE1 inh = -1%; BLM inh = 0%; GRP78 ERSR act = 0%; POLI inh = -17%; POLH inh = -11%; LDHA inh = -15; Pol kappa inh = -4%

(continued)
SMILES	Pol beta inh	Anesthetic bind	APE1 inh	BLM inh	GRP78 ERSR act	POLI inh	POLH inh	LDHA inh	Pol kappa inh
Cc1ccc(S(=O)(=O)N2CCC(C(=O)NNC(=O)C3CC3)CC2)cc1Cl	-22%	-2%	-1%	-2%	-4%	44%[activator]	-20%	-11	-10%
CC1CCN(c2c([N+](=O)[O-])c(=O)n(-c3ccccc3)c3ccccc23)CC1	25%	-8%	4%	-1%	-3%	5%	3%	-2	-9%
Oc1ccc(/C=N/Nc2ccc(C(F)(F)F)cn2)cc1	1%	-12%	23%	-9%	0%	-6%	-28%	0	0%
O=C1C(Cc2ccccc2)Nc2ncnc(N3CCc4ccccc4C3)c2N1Cc1ccccc1 (centres undefined)	·	·	1%	·	-4%	4%	-22%	-1	-11%
Cc1ccccc1C(=O)Nc1ccc(C(=O)OCc2cc(=O)n3nc(C(C)C)sc3n2)cc1	0%	0%	·	-3%	-2%	4%	-10%	-14	-6%[60.1 µM]
CCOC(=O)C1CCN(C(=S)Nc2cc(OC)c(OC)cc2C(=O)OC)CC1	-20%	-6%	0%	0%	-5%	6%[58.9 µM]	-18%	-6	-8%
Cc1cc(-n2nc(C)cc2C)n2nc(C)c(-c3ccccc3)c2n1	1%	-2%	-2%	-2%	-2%	0%	-9%	2	0%
COc1cccc(CN2CCNC(=O)C2CC(=O)NCc2cc(C(C)C)no2)c1 (centres undefined)	-1%	-15%	1%	-3%	-3%	47%[activator]	-8%	-1	-7%
COCCNC(=S)NNC(=O)c1cc(-c2cccnc2)nc2ccccc12	1%	-10%	43%	0%	-1%	-12%	-9%	5	-8%
O=C(OCC(=O)N(Cc1ccccc1)Cc1ccccc1)c1ccccc1O	·	·	7%	·	6%	23%	-3%	1	-9%
CN(c1ccccc1)S(=O)(=O)c1nnc(NC(=O)c2ccco2)s1	-12%&10%	-13%&0%	28%	-4%&1%	-4%&2%	?	?	-13&-2	-13%&3%
COc1ccc(NC(=O)C(c2cc3c(cc2[N+](=O)[O-])OCO3)N(C)Cc2ccccc2)cc1 (centres undefined)	19%	-19%	0%	-16%	1%	110%[activator]	-20%	0	-5%

Other entries
SMILES	Pol beta inh	Anesthetic bind	APE1 inh	BLM inh	GRP78 ERSR act	POLI inh	POLH inh	LDHA inh	Pol kappa inh
CSc1ccc(/C=C/c2ccc3cccc(O)c3n2)cc1	-14%	-3%	?	-7%	-9%	58%[activator]	-17%	1	0%
Cc1ccc(S(=O)(=O)N[C@H](C(=O)OCC(=O)NC(=O)c2cccn2C)C(C)C)cc1	·	·	·	·	-1%	-12%	-1%	0	-24%
Cc1ccc(-c2nc3cc(NC(=O)C(C)C)ccc3o2)cc1	-8%	48%[activator]	1%	-2%	-1%	20%	0%	-2	-6%
COc1ccc(S(=O)(=O)N2CCOCC2)c2ccccc12	21%	8%	0%	-1%	-3%	-8%	-17%	-1	-1%
O=C1Nc2cc(C(=O)NCCN3CCCCCC3)ccc2S/C1=C\c1ccccc1	-10%	-13%	20%	-1%	-10%	14%	-16%	-12	-6%
COc1cc(OC)cc(-c2cc3ccc(F)cc3cn2)c1	·	·	-4%	·	2%	3%	-1%	0	-3%
O=c1cc(COc2ncnc3c(Cl)cc(Cl)cc23)nc2sccn12	?	-3%	1%	-9%	-3%	?	0%	3	-24%
O=C(NCCc1nnc2ccc(SCC(=O)N3CCCC3)nn12)c1ccccc1	54%	-6%	-7%	0%	-4%	29%	-18%	-2	4%
Cc1ccc(C)c(CN2C(=O)C(O)(c3c[nH]c4ccccc34)c3ccccc32)c1 (centres undefined)	5%	5%	·	-3%	-8%	-21%	?	-2	-12%
O=C(Nc1ccccc1Cl)C1CC(=O)n2c(nc3ccccc32)N1 (centres undefined)	29%	-9%	-6%	2%	·	·	·	·	·
Cc1ccc(Sc2cc(C(=O)c3ccccc3C(=O)O)ccc2[N+](=O)[O-])cc1	?	-1%	2%	-2%	?	-18%	-6%	-5	-27%
CCC1([N+](=O)[O-])COC(c2ccc(Cl)cc2)OC1 (centres undefined)	·	·	·	·	-2%	-6%	-15%	7	5%

The listing continues:
SMILES	Pol beta inh	Anesthetic bind	APE1 inh	BLM inh	GRP78 ERSR act	POLI inh	POLH inh	LDHA inh	Pol kappa inh
COc1ccc(C2=NN(S(C)(=O)=O)C(c3cccs3)C2)cc1 (centres undefined)	-3%	-8%	-9%	1%	3%	-21%	-1%	-1	-11%
CN(C)CCn1c(=O)n(-c2ccc(F)cc2)c(=O)c2c3c(sc21)CCCCC3	-2%	-8%	8%	9%	-4%	-8%	-8%	-9	-8%
COc1ccc(C(=O)NNS(=O)(=O)c2ccccc2)cc1OC	2%	-11%	11%	-7%	-4%	7%	4%	-12	-9%
COc1ccccc1C(=O)NC(=O)COC(=O)Cn1[nH]c(=O)c2ccccc2c1=O	·	·	18%	·	-2%	63%[activator]	-13%	-9	-5%
CN(CC(=O)Nc1ccc(F)cc1)C(=O)Cc1ccsc1	·	·	6%	·	0%	46%	-3%	-3	-23%
O=C(NCCc1cccs1)C1CC(c2c(Cl)cccc2Cl)=NO1 (centres undefined)	14%	-18%	15%	-3%	2%	5%	-24%	0	7%
Cc1ccc(O)c(NC(=O)C2=CC(c3cccs3)=NS(=O)(=O)N2C)c1	4%&-24%	?	20%	-4%&1%	0%&0%	-9%&41%	-4%&-12%	-1&-3	6%&-15%
O=C(C1CCC(Cn2c(=O)c3sccc3n(Cc3cccc(F)c3)c2=O)CC1)N1CCOCC1 (centres undefined)	-6%	-9%	·	-2%	0%	20%	-10%	-10	-11%
CN1CCN(c2ccc([N+](=O)[O-])cc2NC(=O)c2ccccc2Cl)CC1	5%	-15%	5%	1%	-4%	-3%[58.9 µM]	-12%	-7	-18%
COCC(=O)NNC(=O)c1ccc(OC)cc1	0%	-3%	24%	1%	0%	125%[activator]	-22%	-7	2%
Cc1cccc2nc(CSc3nnc4ccccn34)cn12	2%	-6%	8%	5%	-4%	13%	-6%	-1	-8%
CC(NC(=O)C1CCC(=O)N1Cc1ccc(F)cc1)c1ccc2c(c1)OCCO2 (centres undefined)	20%	-7%	-3%	1%	-3%	-14%	-3%	-6	-4%

(cont.)
SMILES	Pol beta inh	Anesthetic bind	APE1 inh	BLM inh	GRP78 ERSR act	POLI inh	POLH inh	LDHA inh	Pol kappa inh
O=C(NCc1ccccn1)Nc1cccc(NC(=O)NCc2ccccn2)c1	14%	-3%	-2%	-1%	-2%	4%	6%	-2	-23%
O=C(O)CCc1nc(-c2ccccc2Cl)no1	50%	-6%	-9%	-3%	-3%	16%	-14%	-7	1%
COC(=O)c1cc(OC)c(OC)cc1NC(=S)N1CCCC1	1%	-4%	3%	2%	-3%	122%[activator]	-5%	-13	-3%
COc1nc(OC)nc(N2CCC(C(=O)NCc3ccco3)CC2)n1	-23%	-2%	-1%	-4%	-2%	20%	-5%	-3	-1%
Cc1ccc(Cl)cc1N1CCN(C(=O)Cn2ncc3c4ccccc4n(C)c3c2=O)CC1	-9%	-6%	·	-1%	-5%	?	-9%	-6	-28%
CCCC1(C(=O)OC)NC(c2ccc(OC)c(OC)c2)C2C(=O)N(c3ccc4c(c3)OCO4)C(=O)C21 (centres undefined)	-3%	-7%	2%	-8%	-4%	15%	0%	1	-15%
O=C(/C=C/c1ccc([N+](=O)[O-])cc1)OCc1cnc(-c2ccccc2)o1	1%	-1%	13%	-8%	-8%	122%[activator]	-15%	-2	8%
O=C(/C=C/c1cccc([N+](=O)[O-])c1)N1CC[C@@]2(O)CCCC[C@H]2C1	20%	-4%	-6%	-2%	-3%	9%	-16%	2	3%

These rows are one share of the data. The share of hits here may be higher or lower than overall.
